# EphA4 KYL inhibition: inhibitors of EphA4 binding to KYL peptide, primary screen, biochemical, colorimetric, mouse EphA4 (AID 689) | EphA4-AP binding to KYL peptide, pNPP A405; higher % means a stronger effect | Ephrin type-A receptor 4 (Mus musculus) | actives 0.1% (n = 62,000) | inhibition, % at 10 µM; hits with a dose series show IC50 in µM; in the data active means a potency from the dose series; inactive means the rest, 99 in 100 with inhibition below about 22%
# * hit, by the source's call; & = joins results of further samples.
EphA4 KYL inhibition	Compound
12%	Cc1c(NC(=O)c2ccc(-c3ccccc3[N+](=O)[O-])o2)cccc1-c1nc2ncccc2o1
-4%	O=S(=O)(c1cccc(F)c1)N1CCN(Cc2ccc3c(c2)OCO3)CC1
20%	Cc1cc(C)c(NC(=O)CCCOC(=O)C2=COCCO2)c(C)c1
-6%	O=C(NC=C(Cl)Cl)c1ccc(Cl)cc1
-18%	Cc1ccc(C(=O)CNc2ccc(Br)cc2)cc1
-7%	COc1cc(CNCCc2ccc(F)cc2)ccc1OCc1ccc(Cl)nc1
-1%	Cc1ccc(CN2CCS(=O)(=O)CC2)cc1
-13%	OC(COc1ccc2c(c1)OCO2)CN1CCc2ccccc2C1 (centres undefined)
-2%	O=C(O)C12CC3CC(C1)CC(n1cnc(Cl)n1)(C3)C2
-18%	CCOc1ccc(-c2cc(CCCC(=O)NCCc3ccc(OC)c(OC)c3OC)no2)cc1
-7%	COC(=O)C1=C(CN2CCCc3ccccc32)NC(=O)NC1c1ccc(F)cc1 (centres undefined)
21%	CNC(=O)c1ccc(N(C)S(=O)(=O)c2ccccc2)cc1
-14%	O=C(O)c1ccccc1NC(=S)NC(NC(=O)c1ccccc1[N+](=O)[O-])C(Cl)(Cl)Cl (centres undefined)
-4%	O=C(N/N=C/c1c[nH]c2ccccc12)c1cc(-c2ccc(-c3ccccc3)cc2)n[nH]1
-2%	CCc1c(C#N)c(N)nc(SCC(=O)OCc2ccccc2)c1C#N
1%	O=C(NC(=S)Nc1ccc(Br)cc1)c1ccco1
17%	Cc1ccc(S(=O)(=O)NC(C)c2ccc(-c3ccccc3)cc2)cc1[N+](=O)[O-] (centres undefined)
-23%	COC(=O)CSc1nnc([C@H](Cc2ccccc2)NC(=O)OC(C)(C)C)o1
1%	CCCCN(CC)Cc1c(C)[nH]c2ccc(C)cc2c1=O
-10%	CCCC(=O)NC1=C(C#N)C2(CCCCC2)Cc2ccccc21
-10%&-5%	CC1CCCC(C(=O)O)N1C(=O)CCSC(=O)c1ccccc1 (centres undefined)
-12%	O=C(Cn1cnc2ccc(Cl)cc2c1=O)c1cccs1
5%	CC1=NN(Cc2ccccc2)C(=O)/C1=C/c1ccc(N(C)C)cc1
8%	CCOc1ccc(C(=O)OCC(=O)NCc2ccco2)cc1OCC
-13%	COc1cccc(C(=O)Nc2nc(C)cs2)c1
-13%	O=c1[nH]c2ccc(S(=O)(=O)Nc3ccc(-c4nnc5n4CCCCC5)cc3)cc2o1
14%	CCOC(=O)c1c(-c2cccc(C)c2)csc1NC(=O)c1c(-c2ccccc2)noc1C
-4%	CCN1CCN(C(=O)c2cc3c(=O)n4ccccc4nc3n2Cc2ccccc2)CC1
-24%	O=C(CCCN1C(=O)c2ccccc2C1=O)Nc1nncs1
6.7µM*	CSc1nc(SCCO)c2sc3nc(-c4ccco4)c4c(c3c2n1)CC(C)(C)OC4
3%	CC(=O)Nc1ccc(C2NC(=O)c3ccccc3O2)cc1 (centres undefined)
1%	Cc1ccc(C)c(Cn2cnc3c(cnn3C(C)(C)C)c2=O)c1
1%	CCOC(=O)N1CCN(C(=O)c2ccc3nc(SCc4ccc(F)cc4)n(C)c3c2)CC1
-10%	COc1ccc2nc(NC(=O)CSc3nccc(C)n3)sc2c1
-36%	O=C(Cn1nc(-c2ccccc2)c2ccccc2c1=O)NCC1CCCO1 (centres undefined)
-21%	Cc1nnc(SCC(=O)NC2CC2)n1CCc1ccccc1
-8%	Cc1ccc(NC(=O)c2ccc(-c3nn(C)c(=O)c4ccccc34)cc2)cc1
2%	Cc1cccc(-c2noc(C(c3ccccc3)c3ccccc3)n2)c1
-13%	CC1(C)CC(=O)C2=C(C1)Nc1cc3c(cc1C2c1ccc2c(c1)OCO2)OCO3 (centres undefined)
2%	Cc1cc(NC(=O)COC(=O)COc2ccc3c(c2)CCC3)no1
-2%	CC(O)c1nc2ccc(Cc3ccc4nc(C(C)O)[nH]c4c3)cc2[nH]1 (centres undefined)
5%	CC(C)(C)c1ccc(CN2N=Nc3ccccc3S2(=O)=O)cc1
-6%	O=c1oc(-c2ccco2)nc2c1cnn2-c1ccccc1
17%	CCc1ccc(S(=O)(=O)Nc2ccc(OC(=O)c3ccc(C)cc3)cc2)cc1
-5%	O=C(NCC1CCCO1)c1cccnc1Nc1ccccc1F (centres undefined)
-8%	Cc1ccc2cc(COC(=O)c3ccncc3)c(=O)[nH]c2c1
0%	CC(=O)Nc1cc2c(cc1NC(=O)c1cnccn1)OCCO2
-4%	Cn1cccc1/C=N/NC(=O)c1sc2ccccc2c1Cl
-8%	Cc1ccc(-n2ncc3c2ncn2c(-c4ccncc4)nnc32)cc1
-8%	Cc1cc(C)nc(NS(=O)(=O)c2ccc(NC(=O)c3ccc(S(=O)(=O)N4CCOCC4)cc3)cc2)n1
-10%	OCCN1CCN(c2nc(-c3ccccc3)c3cc(Cl)ccc3n2)CC1
-10%	CS(=O)(=O)N(CC(=O)Nc1ccc(F)cc1F)c1cccc([N+](=O)[O-])c1
-11%	Cc1cccc(NC(=O)c2onc3c2CCCC3)c1C
-13%	Cc1cc(C)cc(NC(=S)NC2CC3CCC(C2)N3Cc2ccco2)c1 (centres undefined)
-8%	O=C(NNC(=S)Nc1ccccc1)c1cccc(Br)c1
18%	CCCOc1ccccc1N/C(=N/c1nc(C)cc(C)n1)NC(=O)Nc1ccc(Cl)cc1
9%	CCOC(=O)c1snc(-c2ccc(F)cc2)c1N
-5%	COc1cc(OC)cc(C(=O)Nc2ccc3oc(-c4ccccc4F)nc3c2)c1
-2%	CCc1c(C)nc2cc(-c3ccc(OC)c(OC)c3)nn2c1N1CCC(C)CC1
-11%	CCOC(=O)c1c(NC(=O)CSc2nnc3c(n2)[nH]c2ccc(F)cc23)sc(C(C)=O)c1C

# The last three entries of the section above lead into the next:
EphA4 KYL inhibition	Compound
-5%	COc1cc(OC)cc(C(=O)Nc2ccc3oc(-c4ccccc4F)nc3c2)c1
-2%	CCc1c(C)nc2cc(-c3ccc(OC)c(OC)c3)nn2c1N1CCC(C)CC1
-11%	CCOC(=O)c1c(NC(=O)CSc2nnc3c(n2)[nH]c2ccc(F)cc23)sc(C(C)=O)c1C
-14%	CC(=O)c1c(C)[nH]c2ccccc2c1=O
-6%	N#Cc1nc(COc2ccccc2)oc1N1CCC(Cc2ccccc2)CC1
-6%	COc1ccc2c(c1OC)C(=O)N1C(C(=O)O)Cc3c([nH]c4ccccc34)C21 (centres undefined)
-7%	O=C(c1oc(=O)c2ccccc2c1-c1ccccc1)N1CCC(O)CC1
-15%	Cc1ccc(/C(N)=N/OC(=O)N2CCOCC2)cc1
0%	CC(=O)c1sc(NC(=O)c2cc3c(C)nn(-c4ccccc4)c3s2)nc1C
-3%	O=c1oc(/C=C\c2ccccc2)nc2ccc(Br)cc12
-6%	Cc1cccc2cc(CN(CC3CCCO3)C(=O)NC3CCCCC3)c(=O)[nH]c12 (centres undefined)
-18%	CCC1CC(CSc2ncn[nH]2)OC1=O (centres undefined)
0%	O=C1NCCCC2c3cc(O)c4ccccc4c3OC12N1CCCCC1 (centres undefined)
-3%	O=C(COc1cccc2cccnc12)NCC(F)(F)F
-13%	CC(=O)Nc1ccc(S(=O)(=O)NCCN2CCOCC2)cc1
0%	Cc1ccc([N+](=O)[O-])cc1N1C(=O)C=CC1=O
-8%	COc1ccccc1CNC(=O)C1CC(c2ccccc2[N+](=O)[O-])=NO1 (centres undefined)
-16%	Cc1ccc(NC2=NC(c3ccccc3)n3c(nc(C)cc3=O)N2)c(C)c1 (centres undefined)
15%	COc1ccc(-c2cc(CCCC(=O)NCCc3cc(OC)ccc3OC)no2)cc1
8%	CCOc1ccc(CN2CCN(S(=O)(=O)c3ccc(NC(C)=O)cc3)CC2)cc1OC
-14%	Cc1c(NC(=O)c2ccc(F)cc2)c(=O)n(-c2ccccc2)n1C
-7%	CCOC(=O)N1CCN(C(=O)CCc2c(C)nc3nc(C)nn3c2C)CC1
-5%	CC(=O)Nc1ccc(S(=O)(=O)NC2(C(F)(F)F)NC(=O)N(c3ccc(Cl)cc3)C2=O)cc1 (centres undefined)
-17%	CCOc1cc(NC(=S)Nc2cccc(OC)c2)c(OCC)cc1NC(=O)c1ccc(C)cc1
2%	Cc1ccc(N(CCC#N)C(=O)CSc2ccc3c(c2)OCCO3)cc1
-15%	COc1ccc(-c2coc3cc(O)ccc3c2=O)cc1OC
-2%	O=C(Nc1ccc2c(c1)OCO2)C1CCCCN1S(=O)(=O)c1ccccc1 (centres undefined)
0%	Cc1ccc(C(=O)N/C(=C\c2ccc(-c3cc(Cl)ccc3Cl)o2)C(=O)NCc2cccnc2)cc1
-3%	Cc1[nH]c2ccccc2c1CN1CCc2ccccc2C1
-5%	O=C(CN1C(=O)CCC1=O)Nc1nc(-c2cccs2)cs1
-19%	O=C(CN1C(=O)c2ccccc2C1=O)Nc1cccc2cccnc12
-5%	COc1ccc(NC(=O)C2Cc3ccccc3CN2C(=O)c2ccccc2)cn1 (centres undefined)
9%	O=C(O)CCC(=O)NCc1ccc(C(=O)O)cc1
-4%	CC(=O)N1CCN(c2nc(C)nc3sc4c(c23)CCC(C)C4)CC1 (centres undefined)
-4%	O=C(NCC1CCCO1)c1c(O)c2ccccc2[nH]c1=O (centres undefined)
1%	COc1ccc(N(CC(=O)Nc2ccc(Cl)cc2)S(C)(=O)=O)cc1
-12%	CCc1ccc(NC(=O)Nc2ccc3c(c2)N(C)C(=O)CS3)cc1
11%	Cc1ccc(SCC(=O)Nc2cccc(Br)c2)cc1
8%	CCOc1ccc(N2C(=O)S/C(=C\c3ccccc3OC)C2=O)cc1
0%&3%	CC1CCc2nc(NC(=O)c3ccc(S(=O)(=O)N4CCCc5ccccc54)cc3)sc2C1 (centres undefined)
-9%	CN(C)C(=O)c1ccccc1Sc1cc(Cl)ccc1Cl
-3%	O=S(=O)(N/N=C/c1ccc2c(c1)OCCO2)c1ccccc1
8%	CCCCOC(=O)c1ccc(NC(=O)c2cnc3n(c2=O)CCS3)cc1
-5%	CCOC(=O)c1sc(C)c2c(=O)n(CC(=O)c3ccc(Br)cc3)nnc12
-4%	COc1cccc(-c2nnc(SCC(=O)Nc3cc(C)on3)o2)c1
-14%	CCSc1nc2ccccc2n1Cc1cccc([N+](=O)[O-])c1
41%	Cc1cccc(Cn2cc(/C=C/[N+](=O)[O-])c3ccccc32)c1
-10%	COc1ccc(SCc2noc(C(=O)NCC3CCCO3)c2C(=O)O)cc1 (centres undefined)
2%	O=S(=O)(Cc1ccccc1)N1CCN(c2ccccc2)CC1
-3%	N#Cc1cc(C(=O)c2cc(Br)ccc2O)cn(C2CCCCC2)c1=O
-6%	Cc1cc(NC(=O)COC(=O)C2COc3ccccc3O2)no1 (centres undefined)
-8%	CCOc1ccc(-c2cc(CCCC(=O)Nc3cc(OC)ccc3OC)no2)cc1
-1%	COc1ccc(Cc2nnc(NC(=O)c3cccs3)s2)cc1
9%	Cc1cc([N+](=O)[O-])ccc1NC(=O)/C=C/c1ccccc1Cl
6%	CCOC(=O)N1CCC(C(N)=O)CC1
4%	CC(C)CNC(=O)c1ccc(COc2ccc(Cl)cc2Cl)o1
14%	COc1ccc2c(c1)OCC/C2=N\OC(=O)c1cc(F)c(F)cc1Cl
4%	Cc1csc(NC(=O)C(CC(C)C)NS(=O)(=O)c2ccc3c(c2)oc(=O)n3C)n1 (centres undefined)
-22%	CC(C)N1CC2(c3ccccc3)CN(C(C)C)CC(c3ccccc3)(C1)C2=O
-24%	Nc1nc(Br)c2c(F)cccc2c1-c1ccc(Cl)cc1
10%	COc1cc(-c2cccs2)cc(=O)c2c(C)oc(C)c12
-6%	CCOC(=O)CC(NC(=O)c1cccs1)c1ccc(OCC)cc1 (centres undefined)
3%	CCN1CCCC1CNC(=O)C1CCCN(S(=O)(=O)c2cccc3nsnc23)C1 (centres undefined)

# Quoted at random: three records from the list.
EphA4 KYL inhibition	Compound
9%	Cc1cc([N+](=O)[O-])ccc1NC(=O)/C=C/c1ccccc1Cl
3%	CCN1CCCC1CNC(=O)C1CCCN(S(=O)(=O)c2cccc3nsnc23)C1 (centres undefined)
-6%	CCOC(=O)CC(NC(=O)c1cccs1)c1ccc(OCC)cc1 (centres undefined)

# Laid out differently: four of the compounds above
CC(C)CNC(=O)c1ccc(COc2ccc(Cl)cc2Cl)o1
  EphA4 KYL inhibition: 4%
COc1ccc2c(c1)OCC/C2=N\OC(=O)c1cc(F)c(F)cc1Cl
  EphA4 KYL inhibition: 14%
Cc1csc(NC(=O)C(CC(C)C)NS(=O)(=O)c2ccc3c(c2)oc(=O)n3C)n1 (centres undefined)
  EphA4 KYL inhibition: 4%
CC(C)N1CC2(c3ccccc3)CN(C(C)C)CC(c3ccccc3)(C1)C2=O
  EphA4 KYL inhibition: -22%

# (next part)
EphA4 KYL inhibition	Compound
-11%	CCOCCCNC(=O)CN1C(=O)CSc2cc(S(=O)(=O)N3CCCCCC3)ccc21
4%	Cn1c(=O)c2c(nc(SCC(=O)OCc3ccccc3)n2C)n(C)c1=O
0%	O=S(Cc1ccccc1)CC(O)(c1ccc(Cl)cc1)c1ccc(Cl)cc1 (centres undefined)
-1%	COc1ccc(/C=N/NC(=O)CCCOc2ccc(Cl)cc2Cl)cc1[N+](=O)[O-]
-4%	CN(C)CCCNC(=O)c1ccc(-c2ccccc2)cc1
-15%	CC(C)c1nnc(NC(=O)CCC(=O)N2CCN(c3ccccn3)CC2)s1
-9%	CC(=O)c1c(C)nn(CCC(=O)O)c1C
-1%	CCc1ccccc1-n1c(SCC(=O)NC)nnc1-c1cccnc1
-15%	Cc1oc2cc(Br)c(O)cc2c1C(=O)OC(C)C
6%	COC(=O)c1ccc2[nH]c(C)c(CN3CCCC3)c(=O)c2c1
-10%	CCC(=O)Nc1ccc(/C(C)=N\NC(=O)c2ccc(C)s2)cc1
12%	COc1ccc(-c2ncc3ccccn23)cc1OC
-4%	O=C(CSc1ccccn1)N1CCN(C(=O)CSc2ccccn2)CC1
8%	O=C(COC(=O)c1ccc(S(=O)(=O)N2CCOCC2)cc1)NC1CCCCCC1
-5%	Cc1noc(/C=C/NCc2cccnc2)c1S(=O)(=O)N(C)CC(=O)N1CCc2ccccc21

# Screening results (PubChem)

# Not all compounds are listed; rates above refer to the full screens.
